Screening data as filed in PubChem BioAssay.
RGS4-Gao reg = human RGS4-Galphao interaction regulation; 220,000 compounds, 0.33% hits; AID 1415; binding response (% of control), % at 10 µM; P09471; Multiplexed bead flow cytometry, RGS4-Galphao binding; actives lie on both sides; in the data active = binding response below about 49% or above about 150%; inactive = in between;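 also: fluorescent Galphao activated with aluminum fluoride binding bead-coupled RGS4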
Target sequence (P09471 whole entry, looked up): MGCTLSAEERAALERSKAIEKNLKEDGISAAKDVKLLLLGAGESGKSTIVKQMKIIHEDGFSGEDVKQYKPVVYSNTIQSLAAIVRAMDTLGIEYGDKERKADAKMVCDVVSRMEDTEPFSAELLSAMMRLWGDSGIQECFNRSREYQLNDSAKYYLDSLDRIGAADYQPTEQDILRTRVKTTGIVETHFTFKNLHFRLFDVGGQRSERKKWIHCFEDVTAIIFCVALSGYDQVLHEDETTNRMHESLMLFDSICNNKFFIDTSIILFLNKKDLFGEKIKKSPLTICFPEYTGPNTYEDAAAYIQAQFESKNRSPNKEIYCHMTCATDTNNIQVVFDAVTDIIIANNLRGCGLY
Bcl-XL Bim block = human Bim-Bcl-XL interaction inhibition | inhibition, % at 10 µM | Bim peptide-Bcl-XL binding, bead flow cytometry, fluorescence | AID 1007 | 190,000 compounds, 0.04% hits
Bcl-B Bim block = human Bim-Bcl-B interaction inhibition; 190,000 compounds, 0.073% hits; Q9HD36; inhibition, % at 10 µM; bead-based flow cytometry, Bim peptide-Bcl-B binding;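 also: 0% = tracer peptide without compound and 100% = reference inhibitor peptide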
Target sequence (Q9HD36 whole entry, looked up): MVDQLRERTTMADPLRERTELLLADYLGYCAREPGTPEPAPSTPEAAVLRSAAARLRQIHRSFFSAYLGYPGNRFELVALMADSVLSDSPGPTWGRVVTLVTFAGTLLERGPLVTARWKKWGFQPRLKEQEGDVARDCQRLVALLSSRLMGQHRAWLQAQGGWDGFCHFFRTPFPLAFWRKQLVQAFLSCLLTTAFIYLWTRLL
RGS8-Gao reg = modulates binding of RGS8 to human Galphao. 220,000 compounds, 0.34% hits. AID 1423. P09471. multiplexed bead flow cytometry; actives lie on both sides. response (percent of control binding), % at 10 µM; in the data active = response below about 60% or above about 140%; inactive = in between;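 also: Galphao activated as the GDP aluminium fluoride complex binding bead-coupled RGS8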
Mcl1-Noxa inh = Mcl-1/Noxa interaction inhibition; TR-FRET Mcl-1/Noxa peptide binding, 2 h; inhibition, % at 21.7 µM; 220,000 compounds, 1.5% hits; Q07820;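 active = compounds that cut the protein-peptide binding signal by more than 50% relative to plate controls in a single-dose test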;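 also: His-tagged Mcl-1 with rhodamine Noxa BH3 peptide and terbium anti-His antibody; 0% = Mcl-1 plus Noxa peptide wells and 100% = peptide-only wells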
Bim-Bcl-2 = human Bim-Bcl-2 interaction inhibition. P10415. Bead-based flow cytometry, Bim peptide-Bcl-2 binding. inhibition, % at 10 µM. 190,000 compounds, 0.06% hits. AID 950; in the data active = inhibition above about 40%; inconclusive = no clear call, values can overlap the other calls;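 also: 0% = no compound wells with probe peptide and 100% = reference peptide inhibitor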
Target sequence (P10415 whole entry, looked up): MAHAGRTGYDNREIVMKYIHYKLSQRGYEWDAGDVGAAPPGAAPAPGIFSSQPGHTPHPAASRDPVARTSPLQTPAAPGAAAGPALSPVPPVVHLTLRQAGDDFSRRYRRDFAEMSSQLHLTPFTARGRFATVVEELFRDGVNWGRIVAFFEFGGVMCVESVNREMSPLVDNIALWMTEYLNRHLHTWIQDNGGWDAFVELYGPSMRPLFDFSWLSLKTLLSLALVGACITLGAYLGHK
RGS7-Gao reg = human RGS7-Galphao interaction regulation; P09471; Multiplexed bead flow cytometry, RGS7-Galphao binding; actives lie on both sides; binding response (% of control), % at 10 µM; 220,000 compounds, 0.35% hits; AID 1439; in the data active = binding response below about 49% or above about 150%; inconclusive = no clear call, values can overlap the other calls; inactive = in between;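 also: fluorescent Galphao held in activated GDP-AlF4 state binding bead-coupled RGS7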
Bfl-1 Bim block = human Bim-Bfl-1 interaction inhibition. Q16548. Bead-based flow cytometry, Bim-Bfl-1 binding inhibition. inhibition, % at 10 µM. 190,000 compounds, 0.12% hits;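 also: 0% = wells without compound plus tracer and 100% = blocker peptide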
Bcl-W Bim block = disrupts Bim peptide binding to human Bcl-W | bead-based flow cytometry | inhibition, % at 10 µM | 190,000 compounds, 0.02% hits;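 also: 0% = bound tracer without compound and 100% = peptide blocker; higher means less fluorescent Bim peptide bound to Bcl-W beads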
Target sequence (Q92843 whole entry, looked up): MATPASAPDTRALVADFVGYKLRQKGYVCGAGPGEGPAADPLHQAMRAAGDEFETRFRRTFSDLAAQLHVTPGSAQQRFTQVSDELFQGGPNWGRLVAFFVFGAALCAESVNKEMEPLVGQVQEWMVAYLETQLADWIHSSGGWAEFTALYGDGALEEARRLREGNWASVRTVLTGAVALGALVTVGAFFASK
Mcl1-Bid inh = disrupts binding of human Mcl-1 to Bid peptide. Q07820. TR-FRET Mcl-1/Bid-Dy647 peptide binding, 1536-well. 220,000 compounds, 0.97% hits. inhibition, % at 21.7 µM. AID 1021;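 active = compounds that cut the binding signal by more than half at the single screening dose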;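 also: His-tagged Mcl-1 with europium anti-His antibody binding Bid BH3 peptide; 0% = Mcl-1 plus peptide wells and 100% = peptide-only wells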
Bim-Mcl-1 = inhibitors of Bim-Mcl-1 interaction, human. inhibition, % at 10 µM. AID 1009. 190,000 compounds, 0.1% hits. Q07820. Bead-based flow cytometry, Bim peptide-Mcl-1 binding;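 also: 0% = no compound tracer wells and 100% = peptide blocker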
* = called active by the depositor; ? = inconclusive; / = not tested or not shown. Rule as the data show it, unless noted: active = inhibition above about 40%.

Preview, 2 compounds:
Letter code: A = RGS4-Gao reg; B = Bcl-XL Bim block; C = Bcl-B Bim block; D = RGS8-Gao reg; E = Mcl1-Noxa inh; F = Bim-Bcl-2; G = RGS7-Gao reg; H = Bfl-1 Bim block; I = Bcl-W Bim block; J = Mcl1-Bid inh; K = Bim-Mcl-1
CC1=CC(C)(C)N(C(=O)CSc2nnc(N)s2)c2cc(C)c(C)cc21
  A = 98; B = -3; C = 0; D = 97; E = 10; F = -2; G = 102; H = -2; I = 0; J = 3; K = 0

Cc1nc2c(C#N)cnn2c2c1CCN(Cc1ccccc1)N2C
  A = 98; B = 0; C = -1; D = 98; E = -8; F = 0; G = ?; H = -4; I = -1; J = -22; K = 0

The list itself (from the top)
Letter code: A = RGS4-Gao reg; B = Bcl-XL Bim block; C = Bcl-B Bim block; D = RGS8-Gao reg; E = Mcl1-Noxa inh; F = Bim-Bcl-2; G = RGS7-Gao reg; H = Bfl-1 Bim block; I = Bcl-W Bim block; J = Mcl1-Bid inh; K = Bim-Mcl-1
CC1=CC(C)(C)N(C(=O)CSc2nnc(N)s2)c2cc(C)c(C)cc21
  A = 98; B = -3; C = 0; D = 97; E = 10; F = -2; G = 102; H = -2; I = 0; J = 3; K = 0

Cc1nc2c(C#N)cnn2c2c1CCN(Cc1ccccc1)N2C
  A = 98; B = 0; C = -1; D = 98; E = -8; F = 0; G = ?; H = -4; I = -1; J = -22; K = 0

COC(=O)c1ccccc1NC(=O)Nc1cnccn1
  A = 100; B = -2; C = -1; D = 98; E = 1; F = -4; G = 100; H = -4; I = -3; J = -23; K = -1

CC(=O)Nc1ccc(S(=O)(=O)NCc2ccc(C)cc2)cc1
  A = 105; B = -2; C = -4; D = 105; E = 13; F = -9; G = 98; H = -10; I = 0; J = 1; K = -1

COc1ccccc1-n1cc(C(=O)NCC(=O)N2CCN(c3ccccn3)CC2)c2ccccc2c1=O
  A = 101; B = /; C = /; D = 100; E = -5; F = /; G = ?; H = /; I = /; J = -5; K = /

O=C(CSc1ncn[nH]1)Nc1ccccc1Sc1ccc(Cl)cc1
  A = 103; B = -4; C = -3; D = 117; E = -2; F = 0; G = 104; H = -1; I = -1; J = 1; K = 0

CCOC(=O)c1cnn2c(C)cc(-c3ccccc3)nc12
  A = 104; B = 0; C = 3; D = 102; E = -7; F = -1; G = 104; H = 0; I = 1; J = -25; K = 0

CN(c1nc2c(c(=O)n(C)c(=O)n2C)n1CC(=O)c1ccccc1)C1CCCCC1
  A = 97; B = -3; C = -4; D = 101; E = 11; F = -6; G = 95; H = -11; I = 2; J = -91; K = 1

CC1=C(C(=O)Nc2ccccc2)C(c2ccco2)NC(=S)N1 (centres undefined)
  A = 108; B = -8; C = -17; D = 103; E = -2; F = -5; G = 104; H = 2; I = -4; J = -137; K = -2

CCOC(=O)c1cc(NC(=O)c2cccnc2)ccc1N1CCOCC1
  A = 102; B = -4; C = -5; D = 105; E = -2; F = -2; G = 104; H = -9; I = -2; J = -51; K = 0

CSCC[C@H](NC(=O)OCc1ccccc1)C(=O)O
  A = 100; B = -4; C = -3; D = 94; E = -2; F = -3; G = 99; H = -2; I = -7; J = -58; K = -5

CCN(CC)C(=O)C1CCCN(Cc2ccccc2F)C1 (centres undefined)
  A = 101; B = 0; C = 2; D = 105; E = 29; F = 0; G = 100; H = 0; I = 0; J = 14; K = 3

CCc1ccc(/C=C2\SC(=S)N(CCCC(=O)Nc3ccccn3)C2=O)cc1
  A = 104; B = -1; C = -7; D = 103; E = -1; F = -8; G = 101; H = -5; I = 4; J = -14; K = 0

CCn1c(SCC(=O)Nc2ccc(C(C)=O)cc2)nc2nc3c(cc2c1=O)COC(C)(C)C3
  A = 98; B = /; C = /; D = 100; E = -3; F = /; G = ?; H = /; I = /; J = -8; K = /

CC1(C)CC(=O)C2=C(C1)OC(N)=C(C#N)[C@@H]2c1ccccc1[N+](=O)[O-]
  A = 97; B = /; C = /; D = 102; E = 20; F = /; G = ?; H = /; I = /; J = -15; K = /

CNc1ncc(C(=O)c2ccc(Cl)cc2)s1
  A = 97; B = 0; C = 7; D = 98; E = -1; F = 3; G = 92; H = -3; I = 2; J = -19; K = 1

Cc1cccc(Cn2c(N3CCCCC3C)nc3c2c(=O)[nH]c(=O)n3C)c1 (centres undefined)
  A = 73; B = 1; C = -2; D = 70; E = -1; F = -1; G = 82; H = 0; I = 0; J = -16; K = -3

Cc1nc(C)c(-c2csc(NCc3ccco3)n2)s1
  A = 99; B = -2; C = -1; D = 99; E = 23; F = 1; G = 100; H = 2; I = 0; J = 0; K = -1

CCn1c(CNc2nc(-c3ccccc3)cs2)nnc1SCC(=O)NCc1ccccc1
  A = 98; B = -7; C = -5; D = 101; E = -7; F = 7; G = 98; H = -6; I = -4; J = -29; K = -4

COCCCNCC(O)C(F)(F)F (centres undefined)
  A = 98; B = -2; C = -1; D = 99; E = 6; F = -4; G = 95; H = -7; I = -2; J = -6; K = -1

CCC1CCCCN1CCCNC(=O)CC1Oc2ccccc2NC1=O (centres undefined)
  A = 88; B = -3; C = -5; D = 92; E = 1; F = -9; G = 86; H = -13; I = 1; J = -10; K = -3

Cc1cc2cc(CN(CCCN3CCOCC3)C(=O)NC3CCCCC3)c(=O)[nH]c2cc1C
  A = 103; B = -3; C = -3; D = 100; E = 5; F = 0; G = 100; H = -11; I = 2; J = 0; K = 4

CCC(=O)Nc1cc(=O)[nH]c2ncnn12
  A = 99; B = -5; C = -5; D = 101; E = 17; F = -9; G = 100; H = -16; I = -2; J = 13; K = 0

Cc1ccc(C2CCN(C(=S)NC(C)C)C2)cc1 (centres undefined)
  A = 99; B = 1; C = -17; D = 100; E = -2; F = -2; G = 97; H = -4; I = -1; J = -8; K = 4

COc1ccc(C2=NN(C(=O)c3cccs3)C(c3ccc(OC)cc3)C2)cc1 (centres undefined)
  A = 100; B = -6; C = -11; D = 102; E = 18; F = -6; G = 105; H = -10; I = -2; J = 15; K = -4

Cc1ccc(C(=O)N2CCN(S(=O)(=O)c3ccc(C)c([N+](=O)[O-])c3)C2)cc1
  A = 102; B = -3; C = -2; D = 104; E = 12; F = -3; G = ?; H = -2; I = 0; J = -20; K = 2

NNC(=O)COc1ccc(C2SCCS2)cc1
  A = 99; B = 0; C = 3; D = 100; E = 14; F = 5; G = ?; H = 5; I = 0; J = -9; K = -2

O=C(Nc1ccc(S(=O)(=O)N2CCCC2)cc1Cl)C1=COCCO1
  A = 99; B = -4; C = -4; D = 101; E = 12; F = -6; G = 98; H = -11; I = 0; J = -56; K = 2

COCCCNC(=O)COC(=O)c1ccc(-c2nc3ccccc3s2)s1
  A = 101; B = 2; C = -1; D = 101; E = -20; F = -1; G = ?; H = -2; I = 0; J = -15; K = 0

Cc1ccccc1C(=O)Nc1ccc2c(c1)OCO2
  A = 104; B = 2; C = -8; D = 102; E = -1; F = -6; G = 105; H = -11; I = 0; J = 7; K = 0

O=C(NC(=S)N1CCc2ccccc21)c1ccccc1
  A = 110; B = 12; C = 23; D = 126; E = 27; F = 11; G = 115; H = 11; I = 10; J = -19; K = 7

CC1CN(C(=O)CCN2C(=O)c3ccccc3C2=O)CC(C)O1 (centres undefined)
  A = 101; B = -2; C = -6; D = 103; E = -12; F = -2; G = 98; H = -5; I = -3; J = -12; K = -1

COc1ccccc1NC(=O)CCN1CCN(Cc2ccccc2)CC1
  A = 102; B = -3; C = -3; D = 103; E = 2; F = 0; G = 100; H = -9; I = 3; J = -23; K = 2

Cc1nnc2ccc(N3CCOCC3)nn12
  A = 89; B = -5; C = -2; D = 91; E = 7; F = -10; G = 95; H = -9; I = -5; J = -7; K = -5

COc1cc(/C=C/C(=O)OCC(=O)NCCC2=CCCCC2)ccc1O
  A = 107; B = -2; C = -1; D = 101; E = 21; F = -3; G = ?; H = -5; I = 0; J = -20; K = 0

OCCC1CN(Cc2cc3c(cc2Cl)OCO3)CCN1Cc1ccccc1 (centres undefined)
  A = 95; B = -3; C = -5; D = 97; E = 8; F = -5; G = 100; H = -3; I = -1; J = -20; K = -3

O=C(CN1CCSC1=NCc1ccccc1)c1ccc(Cl)cc1
  A = 102; B = -11; C = -10; D = 102; E = 14; F = -4; G = 106; H = -8; I = -6; J = 10; K = -3

NS(=O)(=O)c1ccc(NC(=O)COC(=O)c2c3c(nc4ccccc24)/C(=C\c2ccc4c(c2)OCO4)CCC3)cc1
  A = 97; B = -1; C = 1; D = 83; E = 18; F = 1; G = 97; H = -1; I = -2; J = -22; K = 2

Cc1ccc(/C(O)=C2\C(=O)C(=O)N(CCN(C)C)C2c2ccccc2F)cc1 (centres undefined)
  A = 93; B = 0; C = 2; D = 96; E = 8; F = 3; G = 94; H = 7; I = -1; J = -14; K = -5

CC(=O)CN1Cc2ccccc2/C1=N\C(=O)Nc1ccccc1
  A = 100; B = -3; C = -1; D = 98; E = -9; F = -1; G = 102; H = -2; I = -4; J = -17; K = -3

CC(C)N(CCNC(=O)c1oc(=O)c2ccccc2c1-c1ccccc1)Cc1ccco1
  A = 102; B = 0; C = -5; D = 103; E = 0; F = -5; G = 103; H = -5; I = -2; J = -14; K = -6

CCN1C(=O)C(CC(=O)Nc2ccc(OC)cc2)N(CCc2ccc(F)cc2)C1=S (centres undefined)
  A = 102; B = -4; C = -3; D = 101; E = -5; F = -1; G = ?; H = -5; I = -4; J = 10; K = -2

CCc1cc2ccccc2nc1SCC(=O)Nc1cc(OC)c(OC)cc1C(=O)O
  A = 105; B = -2; C = 0; D = 114; E = 27; F = 4; G = 108; H = 3; I = 1; J = -50; K = 2

O=C(CN1C(=O)C2CC=CCC2C1=O)Nc1nccs1 (centres undefined)
  A = 101; B = -5; C = -4; D = 105; E = 4; F = -2; G = 108; H = 0; I = -5; J = -8; K = -4

Cc1nc2ccccc2c(=O)n1NC(=O)c1ccc([N+](=O)[O-])cc1
  A = 107; B = 6; C = 13; D = 111; E = 16; F = 8; G = 107; H = 9; I = 7; J = 6; K = 6

Reprinted at random: two records from the list.
Letter code: A = RGS4-Gao reg; B = Bcl-XL Bim block; C = Bcl-B Bim block; D = RGS8-Gao reg; E = Mcl1-Noxa inh; F = Bim-Bcl-2; G = RGS7-Gao reg; H = Bfl-1 Bim block; I = Bcl-W Bim block; J = Mcl1-Bid inh; K = Bim-Mcl-1
NS(=O)(=O)c1ccc(NC(=O)COC(=O)c2c3c(nc4ccccc24)/C(=C\c2ccc4c(c2)OCO4)CCC3)cc1
  A = 97; B = -1; C = 1; D = 83; E = 18; F = 1; G = 97; H = -1; I = -2; J = -22; K = 2

O=C(NC(=S)N1CCc2ccccc21)c1ccccc1
  A = 110; B = 12; C = 23; D = 126; E = 27; F = 11; G = 115; H = 11; I = 10; J = -19; K = 7
